TRPC4 block: inhibitors of mouse TRPC4 channel, primary screen, Fluo4 calcium, HEK293 TRPC4beta/mu-opioid cells; B-score at 10 µM; actives 0.39% (n = 300,000); DAMGO-evoked Fluo4 calcium flux; hits give low values; AID 2247, 2010; Short transient receptor potential channel 4 (Mus musculus), Q9QUQ5;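 active = B-score over 3 SD under the library average, no early fluorescence shift, positive overall ratio signal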
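material = TRPC4beta/mu-opioid receptor HEK293 cell line | probe or stimulus = sequential submaximal and maximal DAMGO stimulation | compound dosing = one concentration per compound | measured by = Fluo4 Ca2+ flux fluorescence | evaluation = integrated fluorescence ratio relative to baseline, converted to per-well B score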
MrgX1 ag: agonists of human MrgX1 receptor, primary screen, HEK293 cells, Fluo-4 calcium flux; Mas-related G-protein coupled receptor member X1 (Homo sapiens), Q96LB2; Fluo-4 calcium fluorescence, agonist mode; hits give high values; B-score at 10 µM; actives 0.44% (n = 310,000); AID 588627, 2011;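 active = calcium response B-score plate-corrected fluorescence ratio at least 3 library SD, with starting fluorescence B-score inside 5 SD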
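System – MrgX1-expressing HEK293 cells · Incubation – cells plated overnight, dye loaded 0.5 h 37 °C, 0.5 h room temperature · Technique – kinetic Fluo-4 NW fluorescence of intracellular calcium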
TRPC6 inh: mouse TRPC6 channel inhibitors, primary screen, cell-based, HEK293, membrane potential dye | ACh-evoked depolarization; hits give low values | Short transient receptor potential channel 6 (Mus musculus), Q61143 | B-score at 10 µM | actives 1.1% (n = 310,000) | AID 2553, 2010;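 active = B-score under library mean minus 3 SD, initial fluorescence not abnormally high, positive integrated signal ratio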;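 also: B-score derived from integrated fluorescence ratio over the kinetic read; more negative B-score means stronger inhibition of depolarization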
ANO1 block: TMEM16A chloride channel inhibitors, primary screen, cell-based, HTS. Anoctamin-1 (Mus musculus), Q8BHY3. HEK293 TMEM16A/YFP iodide influx fluorescence, ionomycin. normalized B-score (activity score, 25-100; higher = stronger inhibition) at 10 µM. actives 1.2% (n = 310,000);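 active = ratio plate-corrected score three or more library SD toward inhibition, starting fluorescence score within five deviations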;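 also: score derived from kinetic fluorescence span divided by baseline fluorescence per well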
Target sequence (Q8BHY3 whole entry, looked up): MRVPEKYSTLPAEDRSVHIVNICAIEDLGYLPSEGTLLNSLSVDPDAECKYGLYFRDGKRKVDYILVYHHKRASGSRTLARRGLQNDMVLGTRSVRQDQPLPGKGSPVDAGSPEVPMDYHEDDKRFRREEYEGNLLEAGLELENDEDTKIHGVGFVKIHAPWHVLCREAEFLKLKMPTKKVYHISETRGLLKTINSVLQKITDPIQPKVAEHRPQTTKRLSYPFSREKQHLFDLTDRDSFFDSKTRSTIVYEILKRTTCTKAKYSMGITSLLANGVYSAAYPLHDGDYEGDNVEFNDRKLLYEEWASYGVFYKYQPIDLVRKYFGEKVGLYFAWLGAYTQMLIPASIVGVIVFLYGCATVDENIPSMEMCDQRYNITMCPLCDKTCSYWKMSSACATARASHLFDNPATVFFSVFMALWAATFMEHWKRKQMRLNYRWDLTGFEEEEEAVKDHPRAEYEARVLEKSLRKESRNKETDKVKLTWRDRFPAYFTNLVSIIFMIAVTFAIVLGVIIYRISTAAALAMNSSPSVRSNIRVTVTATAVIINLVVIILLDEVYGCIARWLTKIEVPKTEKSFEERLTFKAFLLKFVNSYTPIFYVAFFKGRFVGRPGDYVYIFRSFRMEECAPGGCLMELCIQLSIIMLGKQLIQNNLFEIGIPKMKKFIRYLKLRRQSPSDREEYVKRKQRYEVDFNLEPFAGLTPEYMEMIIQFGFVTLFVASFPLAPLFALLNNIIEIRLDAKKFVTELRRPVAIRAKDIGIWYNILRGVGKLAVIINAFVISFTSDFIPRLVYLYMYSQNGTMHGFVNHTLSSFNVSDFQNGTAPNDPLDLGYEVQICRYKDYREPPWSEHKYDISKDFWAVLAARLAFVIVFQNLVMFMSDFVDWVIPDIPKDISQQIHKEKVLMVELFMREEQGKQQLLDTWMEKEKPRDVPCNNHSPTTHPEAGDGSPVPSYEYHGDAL
TMEM16A act: TMEM16A chloride channel activators or potentiators, primary screen, cell-based, HTS. HEK293 TMEM16A/YFP-H148Q/I152L, iodide quench fluorescence; hits give low values. actives 0.3% (n = 340,000). AID 623877, 2012. B-score at 10 µM. Anoctamin-1 (Mus musculus), Q8BHY3;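 active = fluorescence-ratio B-score plate-corrected deviation score at least 3 library SD below zero, with starting fluorescence score within 5 deviations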;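 also: channel opened by trigger with iodide after compound preincubation; score built on the fluorescence ratio of max minus min over baseline; more negative score means more quench and so TMEM16A activation or potentiation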
TRPC6 act: mouse TRPC6 channel activators, primary screen, cell-based, HEK293, membrane potential dye; HEK293-TRPC6 membrane potential dye fluorescence; hits give high values; B-score at 10 µM; actives 0.13% (n = 310,000);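 active = B-score of the integrated fluorescence ratio above library mean plus 3 SD, and starting fluorescence ratio within library mean plus 5 SD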;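 also: higher score means more depolarization so channel activation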
SKKanGAS inh: S. pyogenes SKKanGAS growth inhibitors in kanamycin, primary screen, streptokinase expression inhibitor project, SKKanGAS strain, BacTiter-Glo luminescence | 6 h | inhibition, % at 7.5 µM | actives 1.3% (n = 300,000) | AID 1662, 2009;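 active = mean replicate score, as percent of positive control median, at least 50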;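 also: strain carries kanamycin resistance gene driven by streptokinase promoter and grows in 40 µg/ml kanamycin; loss of luminescence reflects streptokinase promoter inhibition or plain growth inhibition; 0% = median of DMSO wells and 100% = positive control at its reference dose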
MrgX1 antagonist: antagonists of human MrgX1 receptor, primary screen, HEK293 cells, Fluo-4 calcium flux; Mas-related G-protein coupled receptor member X1 (Homo sapiens), Q96LB2; BAM8-22 antagonism; hits give low values; B-score at 10 µM; actives 1.3% (n = 310,000);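 active = calcium-response B-score plate-corrected more than 3 library SD below zero, starting fluorescence within 5 deviations, no agonist response on first addition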;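 also: peak minus trough fluorescence over baseline after final BAM8-22 challenge near maximal dose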
TRPC4 potent: positive allosteric modulators of TRPC4, primary screen, cell-based, mouse TRPC4beta, HEK293 mu-opioid, Fluo-4 calcium | Short transient receptor potential channel 4 (Mus musculus), Q9QUQ5 | DAMGO EC20, Fluo-4 Ca2+ flux; hits give high values | B-score at 10 µM | actives 0.42% (n = 310,000);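 active = B-score of calcium response area above 5 SD of library B-scores, with initial fluorescence ratio within 5 SD of library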;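 also: B-score of integrated fluorescence ratio over time as area under calcium response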
TRPC4 act: activators of mouse TRPC4 channel, primary screen, Fluo4 calcium, HEK293 TRPC4beta/mu-opioid cells. actives 0.49% (n = 310,000). Fluo4 calcium fluorescence; hits give high values. Short transient receptor potential channel 4 (Mus musculus), Q9QUQ5. B-score at 10 µM;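 active = B-score above 5 SD of library B-scores, and initial fluorescence ratio not above library mean plus 5 SD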;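 also: positive B-score marks a calcium rise read as TRPC4 activation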
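Assay system – TRPC4beta and mu-opioid receptor HEK293 stable cells · Measured by – Fluo4 fluorescence, kinetic · Schedule – dye loading 45 min room temperature, 110 s kinetic read · Read-out – B-scored integrated calcium fluorescence ratio · Controls – buffer and maximal DAMGO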
MrgX1 PAM: positive allosteric modulators of MrgX1, primary screen, HEK293 cells, Fluo-4 calcium flux | Mas-related G-protein coupled receptor member X1 (Homo sapiens), Q96LB2 | FDSS; hits give high values | actives 0.63% (n = 310,000) | B-score at 10 µM;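 active = plate-corrected calcium response at least 3 library SD above typical, normal starting fluorescence, not activating the receptor alone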;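 also: compound read alongside a low EC10 to EC30 dose of BAM8-22 agonist; peak minus trough fluorescence over baseline measured at the second addition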
* hit, by the source's call; i = inactive; x = not tested or not shown.

Molecule | TRPC4 potent | TRPC4 act | TRPC6 act | MrgX1 ag | MrgX1 PAM | SKKanGAS inh | TMEM16A act | TRPC6 inh | TRPC4 block | MrgX1 antagonist | ANO1 block
CN(C)/C=C1\C(=O)N(c2ccc([N+](=O)[O-])cc2)N=C1c1ccccc1 | i | 47* | i | 50* | i | 46 | i | i | -6* | i | i
COc1ccc(N2CCN(C(=O)CN(C)S(=O)(=O)c3cccs3)CC2)cc1 | i | i | i | i | i | -4 | i | i | i | i | i
C=C(C)CNC(=S)N/N=C(\C)c1ccc(Cl)s1 | i | i | i | i | i | -6 | i | i | i | -6.1* | i
CC(C)C(=O)NC(=S)Nc1ccc(S(=O)(=O)NC(C)(C)C)cc1 | i | i | i | i | i | -1 | i | i | i | i | i
O=C1c2ccccc2C(Nc2ccc3c(c2)OCCO3)N1Cc1ccco1 (centres undefined) | i | i | i | i | i | -4 | i | i | i | i | 100*
O=C(CN(c1ccccn1)S(=O)(=O)c1ccccc1)N/N=C/c1cccc([N+](=O)[O-])c1 | i | i | i | i | i | -4 | i | i | i | i | i
COc1ccc2c(c1)c(C)cc[n+]2Cc1ccccc1 | i | i | i | i | i | 3 | i | -5.2* | i | i | i
CC1=CN2C(=NC(=O)CC2(C)C(=O)N(CC(=O)NC2CCCC2)c2cc(C)cc(C)c2)C=C1 (centres undefined) | i | i | i | i | i | -8 | i | i | i | i | i
CCCN(CC(=O)Nc1ccccc1OC)C(=O)c1cnc(Cl)c(Cl)c1 | i | i | i | i | i | -2 | i | i | i | i | i
O=C(NCc1ccco1)c1cc([N+](=O)[O-])ccc1Cl | i | i | i | i | i | -1 | i | i | i | i | i
O=C(NCc1ccccc1)c1ccc2c(c1)OCCO2 | i | i | i | i | i | 13 | i | i | i | i | i
CCCCNc1ncnc2sc3c(c12)CCN(CCC)C3 | i | i | i | i | i | 1 | i | i | i | i | i
N#Cc1cn(CC(=O)O)c2ccccc12 | i | i | i | i | i | 2 | i | i | i | i | i
Cc1cc(C)n(-c2ccc(C(=O)OCC(=O)NC(c3ccccc3)c3ccccc3)cc2)n1 | i | i | i | i | i | 20 | i | i | i | i | i
Cc1cc(OCC(O)CN2CCc3ccccc3C2)ccc1Cl (centres undefined) | i | i | i | i | i | -1 | i | i | i | i | i
Cc1ccc(NC(=O)[C@H](CC(C)C)NC(=O)[C@@H]2Cc3ccccc3CN2)cc1 | i | i | i | i | i | 7 | i | i | i | i | i
COc1cc(SC#N)ccc1N=Cc1c(C)[nH]n(-c2ccc(C)cc2C)c1=O | i | i | i | i | i | -8 | i | i | i | i | i
Cc1ccc(C(=O)CSc2ccc(-c3cccnc3)nn2)cc1 | i | i | i | i | i | 3 | i | i | i | i | i
COc1ccc(-c2cc(C(=O)NC(C(=O)O)C(C)C)c(C)o2)cc1OC (centres undefined) | i | i | i | i | i | -6 | i | i | i | i | i
CCOC(=O)c1ccc2[nH]c3c(c2c1)CN(C)CC3 | i | i | i | i | i | 2 | i | i | i | i | i
COc1ccc(/C=C(\NC(=O)c2ccco2)C(=O)NCc2ccco2)cc1 | i | i | i | i | i | -1 | i | i | i | i | i
OC1(c2ccccc2)CCN(Cc2ccccc2)C2CCCCC21 (centres undefined) | i | i | i | i | i | -3 | i | i | i | i | i
Cc1ccc(S(=O)(=O)CC(c2ccccc2)N2CCOCC2)cc1 (centres undefined) | i | i | i | i | i | 0 | i | i | i | i | i
C=CCN1C(=O)C(CC(=O)Nc2ccccc2)N(Cc2ccccn2)C1=S (centres undefined) | i | i | i | i | i | -5 | i | i | i | i | i
CC(C)Nc1nc(NC(C)(C)C)nc(Oc2ccc(=O)n(C)n2)n1 | i | i | i | i | 28* | -5 | i | i | i | i | i
CC1(C(=O)CSc2nc3ccccc3s2)CCC(=O)O1 (centres undefined) | i | i | i | i | i | -9 | i | i | i | i | 100*
COc1ccc(CCNC(=O)C2CCN(Cc3nc(-c4ccccc4F)oc3C)CC2)cc1OC | i | i | i | i | i | -3 | i | i | i | i | i
CCOC(=O)c1c(NC(=O)COC(=O)c2nccnc2N)sc(C(=O)N(C)C)c1C | i | i | i | i | i | 0 | i | i | i | i | i
CCOC(=O)N1CCC(NC(=O)c2ccc(CS(=O)c3ccc(Cl)cc3)o2)CC1 (centres undefined) | i | i | i | i | i | 0 | i | i | i | i | i
Cc1noc(C)c1CSc1nnc2sc3ccccc3n12 | i | i | i | i | i | -6 | i | i | i | i | i
COc1ccc(-n2cnc3ccccc32)cc1 | i | i | i | i | i | -15 | i | i | i | i | i
Cc1nc2scc(-c3ccc(C(C)C)cc3)c2c(=O)n1N | i | i | i | i | i | -15 | i | i | i | i | i
Cn1c(=O)c(=O)n(C)c2cc(S(=O)(=O)NCCOc3ccccc3Cl)ccc21 | i | i | i | i | i | 0 | i | i | i | i | i
CCc1ccccc1OCC(=O)Nc1ccc(S(N)(=O)=O)cc1 | i | i | i | i | i | -10 | i | i | i | i | i
COc1ccc(CN2C(=O)CNC2=S)cc1 | i | i | i | i | i | 1 | i | i | i | i | i
Cc1ccc(CNC(=O)Nc2ccc(OC(F)(F)F)cc2)n1C | i | i | i | i | i | 5 | i | i | i | i | i
Cc1ccc(N(CC(=O)NCCSc2nc3ccccc3s2)S(=O)(=O)c2ccccc2)c(C)c1 | i | i | i | i | i | 15 | i | i | i | i | i
Cc1ccc(NC(=O)CCn2cccc2)cc1F | i | i | i | i | i | 12 | i | i | i | i | i
Nc1nonc1-n1nnc(C(=O)N/N=C/c2ccc(Cl)cc2)c1-c1ccc2c(c1)OCO2 | i | i | i | i | i | 2 | i | i | i | i | i
O=C1C(Nc2ccccc2)=CC(c2ccc(O)cc2)N1c1ccccc1 (centres undefined) | i | i | i | i | i | 9 | i | i | i | i | i
C=CCn1c(SCC2CCCCO2)nc2sc(CC)cc2c1=O (centres undefined) | i | i | i | i | i | -3 | i | i | i | i | i
Cc1cc(C)cc(NC(=O)c2ccc(CSc3nnc(C)s3)cc2)c1 | i | i | i | i | i | -18 | i | i | i | i | i
O=c1ncn(-c2cccc(Cl)c2)c2ccccc12 | i | i | i | i | i | 0 | i | i | i | i | i
Nc1ccc(S(=O)(=O)Nc2cnc3ccccc3n2)cc1 | i | i | i | i | i | -8 | i | i | i | i | i
Cc1cccc(N2CCN(S(=O)(=O)c3c(C)[nH]c(C)c3C(=O)N3CCCCC3)CC2)c1C | i | i | i | i | i | 3 | i | i | i | i | i
COC(=O)c1ccc(C(=O)OC)c(NC(=O)COc2ccccc2OC)c1 | i | i | i | i | i | 10 | i | i | i | i | i
COc1ccc(-c2cc(C(=O)OCC(=O)c3cccc([N+](=O)[O-])c3)c3cc(C)ccc3n2)cc1 | i | i | i | i | i | x | i | i | i | i | i
CC(=O)c1cccc(NC(=O)CSc2ccc(-c3ccco3)nn2)c1 | i | i | i | i | i | 4 | i | i | i | i | i
Cc1ccc(S(=O)(=O)NC(=O)N2CCN(Cc3c(F)cccc3Cl)CC2)cc1 | 21* | i | i | i | i | 6 | i | i | i | i | i
CC(C)NC(=S)N/N=C/c1ccccc1[N+](=O)[O-] | i | i | i | i | i | -10 | i | i | i | i | i
Cc1ccc(C)c(S(=O)(=O)N2CCN(CC(=O)NC(=O)NCc3ccco3)CC2)c1 | i | i | i | i | i | -2 | i | i | i | i | i
O=C(C/C=N\OCc1ccc([N+](=O)[O-])cc1)Nc1ccccc1 | i | i | i | i | i | -12 | i | i | i | i | i
CCc1ccc(OCC(=O)O/N=C(\N)c2ccccn2)cc1 | i | i | i | x | x | 0 | i | i | i | x | x
COc1ccc(C(Nc2ccccn2)c2c(NC(=O)c3ccco3)sc(C)c2C)cc1 (centres undefined) | i | i | i | i | i | 8 | i | i | i | i | i
COc1ccc(CC(=O)Nc2cccc(-c3nnc(-c4ccccc4)o3)c2)cc1OC | i | i | i | x | x | -5 | i | i | i | x | x
C=CCn1c(=O)c(C(=O)NCCc2ccccc2)c(O)c2ccccc21 | i | i | i | i | i | 2 | i | i | i | i | i

The list continues:
Molecule | TRPC4 potent | TRPC4 act | TRPC6 act | MrgX1 ag | MrgX1 PAM | SKKanGAS inh | TMEM16A act | TRPC6 inh | TRPC4 block | MrgX1 antagonist | ANO1 block
Cc1ccc(Nc2c(-c3ccccc3O)nc3cnccn23)cc1 | i | i | i | i | i | 9 | i | -6.6* | i | i | i
O=[N+]([O-])c1cnn(-c2nc(-c3ccccc3)cc(C(F)(F)F)n2)c1 | i | i | i | i | i | -6 | i | i | i | i | i
Cc1cc2nc(-c3cccnc3SCC(=O)NC(C)C)[nH]c2cc1C | i | i | i | i | i | 4 | i | i | x | i | i
Nc1ccc(C(=O)Nc2ccc(NC(=O)c3ccco3)c(O)c2)cc1 | i | i | i | i | i | -3 | i | i | i | i | i
COC(=O)c1sc(S(=O)(=O)Nc2ccc(Br)cc2)c(C(=O)OC)c1C | x | x | x | i | i | x | i | x | x | i | i
CCOC(=O)c1cc(CNC(=O)c2c(C)oc3c2CCCC3)c(C)o1 | i | i | i | i | i | -3 | i | i | i | i | i
CC1CN(C(=O)c2ccc(S(=O)(=O)Nc3ccccc3Cl)cc2)CC(C)O1 (centres undefined) | i | i | i | i | i | 16 | i | i | i | i | i

Source: PubChem BioAssay (several laboratories)
